Assay outcomes deposited in PubChem by several laboratories.
OXTR potentiator: human OXTR potentiators, primary screen, fluorescence, CHO-OTR cells, Fluo-8 calcium | activation, % at 3 µM | Fluo-8 calcium fluorescence, potentiator mode; 0% = oxytocin EC15, 100% = EC100 | hit rate 0.061% among 320,000 | Oxytocin receptor (Homo sapiens), P30559;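 active = activation above that plate's cutoff, the mean activation of tested compounds plus 3 SD, cut at about 6.6% in these data, passing the limit was not always enough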;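 also: 100% uses oxytocin at 75 nM as the full agonist control; some results filed as inactive read as strong as hits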
Target sequence (P30559 whole entry, looked up): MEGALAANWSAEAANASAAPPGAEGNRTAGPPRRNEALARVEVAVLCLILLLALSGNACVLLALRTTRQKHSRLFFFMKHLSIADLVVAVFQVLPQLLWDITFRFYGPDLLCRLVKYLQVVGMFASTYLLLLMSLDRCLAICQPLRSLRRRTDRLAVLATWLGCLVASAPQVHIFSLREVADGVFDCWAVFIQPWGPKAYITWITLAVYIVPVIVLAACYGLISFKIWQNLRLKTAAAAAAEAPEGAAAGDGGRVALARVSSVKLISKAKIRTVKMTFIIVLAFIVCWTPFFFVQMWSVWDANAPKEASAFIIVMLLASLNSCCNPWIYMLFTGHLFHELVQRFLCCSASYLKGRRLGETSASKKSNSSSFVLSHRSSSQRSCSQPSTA
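Material: CHO-OTR cells, human receptor; compound dosing: single dose, 3.0 µM nominal final compound concentration; schedule: 6 min compound pre-incubation at room temperature, 100 s kinetic read; measured by: kinetic Fluo-8 calcium fluorescence; read-out basis: % activation vs EC15 and EC100 oxytocin; controls: EC15 oxytocin alone as 0%, 75 nM oxytocin as 100%; replicates: singlicate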
PfM18AAP inh: PfM18AAP inhibitors, malaria aminopeptidase, primary screen, biochemical, QFRET, recombinant enzyme; H-Glu-NHMec fluorogenic cleavage; inhibition, % at 7.35 µM; hit rate 1.2% among 290,000; AID 1822, 2009;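 active = inhibition above the campaign mean inhibition over all tested compounds plus 3 SD, cut at about 28% in these data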;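 also: 0% = plate median of test compound wells and 100% = 2 mM ZnCl2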
GalR3 antag: GalR3 antagonists in HEK293 cells, primary screen, cell-based, fluorescence readout; AID 651719, 2012; HEK293 GalR3-CNG cAMP membrane potential fluorescence; galR3 body fused to GalR1 C-terminus; Galanin receptor type 3 (Homo sapiens), O60755; hit rate 0.44% among 360,000; inhibition, % at 3 µM;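 active = inhibition above the screen-wide average plus 3 SD, cut at about 13% in these data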;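 also: forskolin and galanin both at EC90 stimulate the cells; cAMP rise reported by CNG channel membrane potential dye signal; 0% = forskolin plus galanin with DMSO and 100% = forskolin alone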
Target sequence (O60755 1-299 limits assumed): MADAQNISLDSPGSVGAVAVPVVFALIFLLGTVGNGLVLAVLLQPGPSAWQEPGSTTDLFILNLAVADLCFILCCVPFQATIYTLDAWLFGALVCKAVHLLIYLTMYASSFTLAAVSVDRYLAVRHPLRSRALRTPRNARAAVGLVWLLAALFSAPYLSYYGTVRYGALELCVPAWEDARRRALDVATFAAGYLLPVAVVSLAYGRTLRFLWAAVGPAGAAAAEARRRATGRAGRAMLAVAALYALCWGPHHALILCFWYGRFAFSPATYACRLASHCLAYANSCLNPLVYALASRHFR
V1aR counter: agonists of human V1a receptor, primary screen, counter-screen for OXTR agonist project, fluorescence, CHO-V1R cells; Fluo-8 calcium fluorescence, agonist mode; 0% DMSO, 100% 3 nM vasopressin; activation, % at 3 µM; hit rate 0.25% among 320,000; AID 2797, 2010;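 active = activation above the mean activation of all tested compounds plus 3 SD, per screening run, cut at about 20% in these data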;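 also: signal is peak over basal fluorescence ratio across a 100 second FLIPR read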
MEKK2 mut-MEK5: MEK5 binding signal on mutant MEKK2 PB1, primary screen, biochemical, multiplex bead flow cytometry, Alexa488-MEK5 | hit rate 0.35% among 290,000 | Alexa488-MEK5 binding to MEKK2 mutant | percent response, % at 10 µM; in the data active = percent response above about 24%, passing the limit was not always enough; also: inactives centre near 1; some results filed as inactive read as strong as hits
GPR7 antag: GPR7 receptor antagonists, primary screen, cell-based, fluorescence, single concentration | AID 1861, 2009 | GPR7-expressing cells, fluorescence antagonist assay | inhibition, % at 4.4 µM | Neuropeptides B/W receptor type 1 (Homo sapiens), P48145 | hit rate 1.1% among 290,000; in the data active = inhibition above about 16%, passing the limit was not always enough;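 also: cells stimulated with the agonist NPW; 0% = agonist with vehicle and 100% = vehicle without agonist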
Target sequence (P48145 whole entry, looked up): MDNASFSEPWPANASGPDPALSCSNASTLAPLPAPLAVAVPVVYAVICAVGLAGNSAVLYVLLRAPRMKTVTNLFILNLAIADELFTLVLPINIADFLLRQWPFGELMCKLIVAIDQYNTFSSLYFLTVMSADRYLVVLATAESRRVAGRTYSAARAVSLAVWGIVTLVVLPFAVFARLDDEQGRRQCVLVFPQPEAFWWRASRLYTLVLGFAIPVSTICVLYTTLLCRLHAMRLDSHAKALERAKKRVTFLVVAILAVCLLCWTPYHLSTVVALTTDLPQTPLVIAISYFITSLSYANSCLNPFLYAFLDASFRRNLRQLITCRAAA
NALP1 yeast inh: NALP1 inflammasome inhibitors in reconstituted yeast, colorimetric, S. cerevisiae, triplicate retest; hit rate 0.61% among 280,000; inhibition, % at 10 µM; S. cerevisiae NALP1/ASC/caspase-1 growth, X-gal OD620, 72 h; in the data active = inhibition mostly above about 24%, no sharp cut-off; inactive = mostly below about 32%; also: some compounds called inactive have numbers as strong as hits
MEKK2wt PB1 HTS: modulators of MEK5 binding to wildtype MEKK2, primary screen, biochemical, multiplex bead flow cytometry, Alexa488-MEK5; Alexa488-MEK5 binding to MEKK2 WT; actives lie on both sides; Mitogen-activated protein kinase kinase kinase 2 (Homo sapiens), Q9Y2U5; hit rate 1.1% among 290,000; binding response (% of control), % at 10 µM; in the data active = binding response below about 67% or above about 130%
OXTR agonist: human OXTR agonists, primary screen, fluorescence, CHO-OTR cells, Fluo-8 calcium | Fluo-8 calcium fluorescence; normalized: DMSO 0%, oxytocin 100% | Oxytocin receptor (Homo sapiens), P30559 | hit rate 0.32% among 320,000 | activation, % at 3 µM;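 active = activation above the mean of all tested compounds plus 3 SD, cutoff set per screening run, cut at about 20% in these data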;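 also: peak over basal fluorescence ratio from a 100 s FLIPR kinetic read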
Numbers without * were called inactive; · = no result given.

Compound	OXTR potentiator	NALP1 yeast inh	OXTR agonist	V1aR counter	GPR7 antag	MEKK2wt PB1 HTS	PfM18AAP inh	GalR3 antag	MEKK2 mut-MEK5
Cc1c(Cl)cnc(NC(=O)CSc2nnnn2C)c1Cl	-3	·	1.0	0.3	·	·	·	-7	·
CC1CCCC(C)N1C(=O)CSc1nnc(COc2ccccc2)n1-c1ccccc1 (configuration not stated)	-11	-1	1.9	11	-6	99	-9	1	-2
Cc1cccc(NCCC(=O)c2ccc(Br)cc2)c1	-4	13	-1.6	-0.6	0	100	0	-4	3
Cc1noc(C)c1S(=O)(=O)Nc1ccccc1OC(F)(F)F	-2	5	-0.1	-0.3	-3	108	-3	-6	7
O=C(COC(=O)c1ccc2[nH]c3c(c2c1)CCCC3)Nc1ccccc1	-12	22	11	7.0	-4	99	4	-1	-2
COC(=O)C1=CN(C)C=C(C(=O)OC)C1c1ccc(O)c(OC)c1	2	8	0.5	0.6	4	98	-8	-4	0
Cc1ccc(C)c(N(C(=O)CNC(=O)c2ccco2)C(C(=O)NC2CCCCC2)c2ccncc2)c1 (configuration not stated)	-3	27	0.0	-0.6	8	103	-4	1	0
CC(=O)c1ccc(N2CCN(C(=O)c3nn(Cc4ccccc4)c(=O)c4ccccc34)CC2)cc1	-5	-10	-1.7	-0.6	-4	100	-2	2	-2
CCC1CCCCN1CCCNC(=O)C1CCN(c2nnc(-n3cccc3)s2)CC1 (configuration not stated)	-6	1	-0.6	-0.3	4	141*	4	-2	14
Cn1nc(C(=O)NC2CCCCCC2)ccc1=O	0	6	0.9	1.6	-1	93	-15	-3	-2
O=C(NN=C1CCCCCCCCCCC1)c1ccccc1F	3	25	-0.1	1.6	8	94	-1	2	-2
CCOC(=O)C1=C(N)N2C(=O)C(C)SC2=C(C(=O)OCC)C1c1ccc(O)cc1 (configuration not stated)	-1	22	3.1	1.7	17	74	3	-7	-11

Continued:
Compound	OXTR potentiator	NALP1 yeast inh	OXTR agonist	V1aR counter	GPR7 antag	MEKK2wt PB1 HTS	PfM18AAP inh	GalR3 antag	MEKK2 mut-MEK5
Cc1ccc(C)c(OCc2cc(C(=O)NC(c3ccccn3)C(F)(F)F)no2)c1 (configuration not stated)	-8	7	2.5	2.1	-23	115	7	-4	7
Cc1cc(NC(=O)CSc2nnc(-c3ccncc3)n2C)n(-c2ccccc2)n1	-7	·	0.1	-0.7	-10	99	-3	-4	-2
O=c1c(Cc2ccccc2O)c(O)nc2n1CCCS2	4	27	-1.0	-0.3	-4	107	-3	·	3
CCOc1ccc(NC(=O)CN(C)C(=O)C2CC(=O)N(CCc3ccccc3)C2)cc1OCC (configuration not stated)	0	·	-1.2	-0.1	·	·	·	-1	·
O=c1[nH]cnc2cc(Cl)ccc12	-7	6	0.2	0.1	-11	·	-6	-2	·
CN(C)S(=O)(=O)Nc1ccc(NS(=O)(=O)N(C)C)c(S(=O)(=O)c2ccccc2)c1	-1	27*	0.8	0.3	-8	97	6	-2	-4
CC(Sc1ccccc1)C(=O)Nc1ccc(N2CCOCC2)cc1 (configuration not stated)	-13	8	0.3	-0.7	11	94	5	-1	-5
CSc1ccc(CN(C)C(=O)COc2ccc(C(=O)c3ccccc3)cc2)cc1	-9	10	0.9	3.1	7	96	4	-9	-2
CC(=O)Nc1ccc2c3c(cccc13)CC2	-10	·	-1.7	0.1	-4	101	0	1	0
CCn1c(C(C)NS(=O)(=O)c2ccc(Cl)cc2)n[nH]c1=S (configuration not stated)	-7	-2	-0.9	-0.1	-12	111	20	-1	6
COc1ccc(CNC(=O)CSc2nnc(C)s2)cc1	4	14	0.2	0.7	-5	100	-10	-2	5
CCOC(=O)c1cc(-c2ccccc2)nc2nc(N3CCCCC3)sc12	-1	22	-3.2	-0.8	-7	87	0	-2	-2

Following part:
Compound	OXTR potentiator	NALP1 yeast inh	OXTR agonist	V1aR counter	GPR7 antag	MEKK2wt PB1 HTS	PfM18AAP inh	GalR3 antag	MEKK2 mut-MEK5
O=Cc1ccc(OCCCOc2cccc3cccnc23)cc1	-13	21	7.8	5.5	-5	102	3	-8	2
O=C(Nc1cccnc1)C1CCCN(S(=O)(=O)c2ccccc2)C1 (configuration not stated)	-6	12	1.5	8.2	-4	87	6	-3	-5
CCN(CC)c1nc(Nc2ccc(Cl)cc2)nc(OCC#N)n1	-17	13	-1.9	-0.5	-3	107	-1	-3	8
Cc1ccc(-n2nc3c(N4CCC(C(=O)N5CCC(C(N)=O)CC5)CC4)nnc(C)c3c2C)cc1	-11	10	-1.7	-1.0	-7	89	1	-8	-6
Cc1c(C#N)c2ncnc(N)c2n1-c1ccccc1	-12	0	0.7	0.9	12	102	-2	-1	0
N#Cc1nc(COc2ccc(Cl)cc2Cl)oc1N1CCN(c2ccccc2)CC1	-4	-2	-0.9	0.7	22	103	7	-8	2
C=CCN1c2ccccc2[C@]23C[C@@H](C(=O)OC)N(C(=O)c4ccc(Br)cc4)C2=NC(C(=O)OC)=C(C(=O)OC)[C@H]13	1	·	-1.4	-0.3	·	71	·	-4	0
CCCCn1c(SCC(=O)NNC(=O)c2ccco2)nnc1-c1ccco1	-8	-2	-0.9	0.3	15	86	13	-5	-12
Cc1nc2ccccc2c(=O)n1/N=C/c1cccnc1	-8	5	0.3	0.0	3	108	-5	-3	5
COc1ccc(NC(=O)c2cc(Br)ccc2Cl)c(OC)c1	2	15	-2.2	0.2	-10	104	5	-3	1
N#C/C(=C\c1ccc(-c2cccc([N+](=O)[O-])c2)o1)C(=O)Nc1nc(-c2cccs2)cs1	-8	·	-1.1	-1.3	7	97	10	-1	-1
Cc1noc(C)c1COC(=O)CCCc1c[nH]c2ccccc12	2	-2	0.1	2.6	3	·	2	-2	·

The final three records of the section above lead into the next:
Compound	OXTR potentiator	NALP1 yeast inh	OXTR agonist	V1aR counter	GPR7 antag	MEKK2wt PB1 HTS	PfM18AAP inh	GalR3 antag	MEKK2 mut-MEK5
COc1ccc(NC(=O)c2cc(Br)ccc2Cl)c(OC)c1	2	15	-2.2	0.2	-10	104	5	-3	1
N#C/C(=C\c1ccc(-c2cccc([N+](=O)[O-])c2)o1)C(=O)Nc1nc(-c2cccs2)cs1	-8	·	-1.1	-1.3	7	97	10	-1	-1
Cc1noc(C)c1COC(=O)CCCc1c[nH]c2ccccc12	2	-2	0.1	2.6	3	·	2	-2	·
O=C(CSc1nnc(Cc2cccs2)n1-c1ccccc1)NC1CCCCC1	-11	15	-2.3	-1.3	-7	103	4	-2	3
Fc1cccc(Cl)c1CSc1nnnn1-c1ccc2c(c1)OCO2	-9	17	0.8	1.5	8	·	4	-1	·
CC1CN(C(=O)COC(=O)[C@@H]2CC(O)CN2S(=O)(=O)c2ccc3c(c2)OCCO3)CC(C)O1 (some centres not stated)	-2	·	0.0	0.4	-10	92	-4	-1	3
COCCNCCOc1ccc(C)cc1[N+](=O)[O-]	-14	5	0.6	0.7	4	84	8	-7	-15
CCC(CC)c1nnc(NC(=O)CCCN2C(=O)c3ccccc3C2=O)s1	-2	-14	0.6	0.3	-6	107	-1	-3	3
CN(CCNC(=O)C1(O)c2ccccc2NC(=O)N1c1ccccc1)Cc1ccccc1 (configuration not stated)	2	5	2.0	1.1	1	107	-4	-1	1
CS(=O)(=O)N(CC(=O)N1CCc2ccccc2C1)c1ccc(Cl)cc1F	·	0	·	·	6	99	1	-9	2
O=C(N=C1N=C2C=CC=CN2Cc2ccccc21)c1ccc(S(=O)(=O)N2CCCC2)cc1	0	·	0.7	-0.7	-4	102	0	-5	14
CC1(C)CC(N=Cc2c(O)n(Cc3ccc4c(c3)OCO4)c(=O)c3ccccc23)CC(C)(C)N1	-20	3	4.8	2.1	3	149*	-10	-4	16
CCN(CC(=O)Nc1c(F)cccc1F)C(=O)CCN1C(=O)c2cccc([N+](=O)[O-])c2C1=O	-8	·	0.3	0.6	·	·	·	-6	·
COc1cccc(CNC(=O)CCC2CCCN(C(=O)C3=CC(=O)CC(C)(C)O3)C2)c1 (configuration not stated)	-7	-18	-0.2	-0.6	-12	104	-3	-4	-2
CCN(CC)S(=O)(=O)c1c(OC)cc(C)c(Cl)c1C	10	14	-2.1	-1.0	-5	92	0	-6	-9

Other structures.
Compound	OXTR potentiator	NALP1 yeast inh	OXTR agonist	V1aR counter	GPR7 antag	MEKK2wt PB1 HTS	PfM18AAP inh	GalR3 antag	MEKK2 mut-MEK5
O=C1C[C@@H](c2ccc(O)cc2)Oc2cc(O)cc(O)c21	-14	21	5.1	3.2	-2	94	4	-6	2
O=C(OCC(=O)C12CC3CC(CC(C3)C1)C2)c1ccc(CO)cc1	-7	·	2.6	2.9	·	·	·	-6	·
Cc1cc(OCC(=O)NCC(c2cccs2)N2CCOCC2)ccc1C(C)C (configuration not stated)	-16	·	-3.0	1.2	·	·	·	-5	·
O=C(O)CSc1ncnc2sc3c(c12)CCC3	-5	6	-0.8	-0.3	6	·	7	-4	·
CCCCn1nc(NC(=O)CC)c2cc3cc(OC)ccc3nc21	6	6	-1.7	-0.7	-17	112	1	-9	9
Nc1c(Br)c(=O)[nH]c(=O)n1-c1ccc(F)cc1	-5	25	1.6	0.2	9	101	-6	-8	-3
CN1CC(c2ccccc2)C(c2ccc(Cl)cc2)=N1 (configuration not stated)	-3	22	-2.3	-1.6	-9	95	2	-1	-2
CCOC(=O)C1=C(C(F)(F)F)Nc2ncnn2C1c1ccc(OC)cc1OC (configuration not stated)	2	33	0.9	0.4	-16	97	1	-2	-2
Cc1ccc(N2C(=O)C3CC(c4ccccc4)=C4C5C=CC(C6C(=O)N(c7ccc(C)cc7)C(=O)C56)C4C3C2=O)cc1 (configuration not stated)	11	26	-1.6	0.7	-7	104	0	-12	-1
O=C(NC(=S)NCCO)c1sc2ccccc2c1Cl	-10	26	0.1	1.3	-5	101	-5	-3	1

Gathered by group, those above with a thiophene ring, fused or not.
Compound	OXTR potentiator	NALP1 yeast inh	OXTR agonist	V1aR counter	GPR7 antag	MEKK2wt PB1 HTS	PfM18AAP inh	GalR3 antag	MEKK2 mut-MEK5
N#C/C(=C\c1ccc(-c2cccc([N+](=O)[O-])c2)o1)C(=O)Nc1nc(-c2cccs2)cs1	-8	·	-1.1	-1.3	7	97	10	-1	-1
O=C(CSc1nnc(Cc2cccs2)n1-c1ccccc1)NC1CCCCC1	-11	15	-2.3	-1.3	-7	103	4	-2	3
Cc1cc(OCC(=O)NCC(c2cccs2)N2CCOCC2)ccc1C(C)C (configuration not stated)	-16	·	-3.0	1.2	·	·	·	-5	·
O=C(O)CSc1ncnc2sc3c(c12)CCC3	-5	6	-0.8	-0.3	6	·	7	-4	·
O=C(NC(=S)NCCO)c1sc2ccccc2c1Cl	-10	26	0.1	1.3	-5	101	-5	-3	1
